GalR3 antag = GalR3 antagonists in HEK293 cells, primary screen, cell-based, fluorescence readout; Galanin receptor type 3 (Homo sapiens), O60755; HEK293 GalR3-CNG cAMP membrane potential fluorescence; galR3 body fused to GalR1 C-terminus; inhibition, % at 3 µM; 360,000 compounds, 0.44% hits;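 active = inhibition above the screen-wide average plus 3 SD, cut at about 13% in these data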;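 note: forskolin and galanin both at EC90 stimulate the cells; cAMP rise reported by CNG channel membrane potential dye signal; 0% = forskolin plus galanin with DMSO and 100% = forskolin alone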
Target sequence (O60755 1-299 limits assumed): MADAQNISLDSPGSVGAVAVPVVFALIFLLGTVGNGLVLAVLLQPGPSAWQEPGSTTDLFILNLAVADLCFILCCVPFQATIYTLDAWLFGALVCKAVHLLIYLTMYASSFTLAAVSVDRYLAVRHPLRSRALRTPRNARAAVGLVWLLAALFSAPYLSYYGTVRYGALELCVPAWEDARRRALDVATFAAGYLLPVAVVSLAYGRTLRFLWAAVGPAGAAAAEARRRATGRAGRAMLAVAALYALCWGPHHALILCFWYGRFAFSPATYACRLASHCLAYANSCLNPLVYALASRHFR
* = called active by the depositor.

#	Compound	GalR3 antag
1	COC(=O)C[C@@H]1C=C[C@@H](NS(=O)(=O)c2ccccc2OC)[C@@H](CO)O1	-1
2	CC1(C(=O)Nc2ccc(F)cc2F)CCN1C(=O)Cc1ccc(Cl)cc1Cl (centres undefined)	-9
3	Nc1ccn([C@@H]2O[C@H](C(=O)N[C@H](Cc3ccccc3)C(=O)N3CCN(CCO)CC3)[C@@H](O)[C@H]2O)c(=O)n1	-7
4	COc1cccc(C(C)(O)c2nc(-c3ccc(C)c(C)c3)cs2)c1 (centres undefined)	1
5	NS(=O)(=O)c1ccc(NC(=S)Nc2ccc(S(=O)(=O)Nc3nccs3)cc2)cc1	-6
6	CCOC(=O)C1(C)CCN1C(=O)c1ccc(C(F)(F)F)cc1 (centres undefined)	-4
7	COc1cccc(-c2cnc3c(NC(C)=O)cc(-c4cccc(C(=O)NCCN(C)C)c4)cn23)c1	-2
8	CC(C)(C)n1nnnc1C(c1ccccc1)N1CCN(c2c(Cl)cncc2Cl)CC1 (centres undefined)	-6
9	CC1CCCN(c2cccc3c2S(=O)(=O)N(Cc2ccc(F)cc2)[C@@H](C)[C@H](c2ccccc2)O3)C1 (some centres undefined)	-4
10	Cc1ccc(Cc2c(C3CCCCC3)nc3ccc(Cl)cn23)cc1	-4
11	CC(C)C[C@H](NC(=O)c1ccc(Cl)c(Cl)c1)C(=O)N1CCC[C@H]1C(=O)NCc1ccccc1	0
12	CCOC(=O)C1=C(C)N=c2sc(=Cc3ccc(OCC(=O)O)cc3)c(=O)n2C1c1ccc(Cl)cc1 (centres undefined)	-5
13	O=C1NC[C@H](CCCCN2C[C@H](Cc3ccc(O)cc3)N(CCC3CCCCC3)C(=O)C2=O)N(CCC2CCCCC2)C1=O	-5
14	O=C(NCc1ccccc1)OC1CC2CC1[C@H]1CCCCN1C2=O (some centres undefined)	-1
15	CC(=O)NC(C)(c1ccccc1)c1nc(-c2cc(F)cc(F)c2)cs1 (centres undefined)	-3
16	COc1ccc(-c2cc3c(c4c2ccn4C)C2CCC3O2)cc1OC (centres undefined)	-4
17	CC(=O)NC(c1ccccc1)c1nc(-c2cccc(C(C)C)c2)cs1 (centres undefined)	-5
18	O=S1(=O)CC(N2CC=CC2)CN1C1CCCCC1 (centres undefined)	1
19	CC(C)C[C@H]1COc2cc(NCCO)ccc2S(=O)(=O)N1	-5
20	CC(C)c1ccc(CN2CCC2(C)C(=O)Nc2cnc3ccccc3c2)cc1 (centres undefined)	-5
21	C[C@@H](c1ccccc1)N1C[C@H](COCc2ccccc2)Oc2cc(N3CC[C@H](O)C3)ccc2S1(=O)=O	-6
22	CCN(CC)CCCNC(=O)c1cc2cc(Cl)ccc2nc1N	-4
23	CC(C)NC(=O)C1(C)CCN1C(=O)c1cccc(F)c1 (centres undefined)	-5
24	COc1ccc(-c2cc3nc(NCCNC(C)=O)n(C)c(=O)c3s2)c(C)c1	-6
25	CCOC(=O)C1(C)CCCN1C(=O)c1ccc(C(F)(F)F)nc1C (centres undefined)	-5

Further entries
#	Compound	GalR3 antag
26	Cn1c(NCc2ccccc2)nc2cc(-c3ccccc3)sc2c1=O	-8
27	CC(CC(=O)Nc1ccc2c(c1)c(=O)n(C)n2-c1ccc2ccccc2c1)C(F)(F)F (centres undefined)	-6
28	COc1ccc(NC(=O)c2cc(C3CCCCN3C(=O)C3CCCCC3)on2)c(C)c1 (centres undefined)	-6
29	O=S1(=O)c2c(cccc2N2CCCC2)O[C@H](COCc2ccccc2)CN1C1CC1	-3
30	CN(C)CCNC(=O)c1cccc(-c2cnc3c(NC=O)cc(-c4cccc(F)c4)cn23)c1	-4
31	COC(=O)C1=C(C)N(Cc2cccc(C(F)(F)F)c2)C(=NCc2ccc(C(F)(F)F)cc2)NC1c1ccc(Cl)cc1 (centres undefined)	-4
32	O=C(O)c1ccc(CN2C[C@@H](CO)O[C@@H](n3cnc4c(NCc5ccco5)ncnc43)C2)cc1	-5
33	Cc1cn([C@H]2C[C@H](O)[C@@H](/C=C/C(=O)NCc3ccccc3)O2)c(=O)[nH]c1=O	-4
34	COC(=O)C1=C(C)N(Cc2cccc(C(F)(F)F)c2)C(=NCc2ccccc2C(F)(F)F)NC1c1cccc(F)c1 (centres undefined)	-6
35	c1ccc(CNn2nnc3ccccc32)cc1	0
36	CC1(C(=O)Nc2ccc3c(c2)OCCO3)CN(S(C)(=O)=O)CC(=O)N1Cc1cccs1 (centres undefined)	-1
37	Nc1nc2c(ncn2[C@@H]2O[C@H](CNS(=O)(=O)C3CC3)[C@@H](O)[C@H]2O)c(=O)[nH]1	-5
38	Cc1cc(N2CCN(CC(C)(C)O)C[C@@H]2C)ccc1N1CCN(CC(C)(C)O)[C@H](C)C1	-8
39	COc1ccc(CN2C[C@H](COCc3ccccc3)Oc3cccc(F)c3S2(=O)=O)cc1	-9
40	Cc1ccccc1-c1csc(C(C)(O)c2ccccc2)n1 (centres undefined)	-5
41	CCOC(=O)[C@]12CCCC=C1N(Cc1cccc3ccccc13)C(=O)[C@H](CC(=O)NCC13CC4CC(CC(C4)C1)C3)C2	-5
42	CC(C)Oc1cc(F)ccc1-c1cc(C(=O)NCc2ccccn2)[nH]n1	-7
43	COC(=O)c1ccc(Cn2c(C)c(C(=O)Nc3cccc(Oc4ccccc4)c3)sc2=O)o1	-1
44	COCC#Cc1cnc2c(c1)C(=O)N([C@@H](C)CO)C[C@H](C)[C@H](CN(C)C(=O)c1ccc3c(c1)OCO3)O2	-2
45	COc1ccc(NC(=O)c2cc(-c3sc(NC(=O)c4ccccc4)nc3C)n(Cc3ccccc3)n2)cc1	-4
46	Cc1cc(Cl)ccc1NC(=O)/N=C1/NC(=O)CS1	-8
47	CCOC(=O)C1=CCN(S(=O)(=O)c2ccc(C)cc2)C1c1cccc(Br)c1 (centres undefined)	-7
48	COCCN1C(=O)CCC1(C)C(=O)NC1CCCCC1 (centres undefined)	-4
49	CC1(C(=O)NS(=O)(=O)C2CC2)CCCN(C(=O)Cc2ccc(F)cc2)C1 (centres undefined)	-7
50	CC1(C(=O)NS(=O)(=O)c2ccc(Cl)s2)CCN1C(=O)C1(c2ccc(Cl)cc2)CC1 (centres undefined)	-7

Continued:
#	Compound	GalR3 antag
51	COc1ccc(NC(=O)c2cc(C3CCCCN3S(=O)(=O)c3cccs3)on2)c(C)c1 (centres undefined)	-5
52	O=C(NCCNC(=O)c1ccc(Cl)cc1Cl)c1ccc(Cl)cc1Cl	-8
53	CCCNC(=O)C1(C)CCN(C(=O)COc2ccc(Cl)cc2Cl)C1 (centres undefined)	-4
54	OCc1ccccc1-c1nc(NCC2CC2)nc2ccsc12	-4
55	COC(=O)c1ccc2nc(-c3ccco3)c(Cc3ccccc3OC)n2c1	0
56	CC(C)C[C@H]1CN(CCCC[C@H]2CNC(=O)C(=O)N2CCc2ccccc2)C(=O)C(=O)N1CCC1CCCCC1	-2
57	O=C(NC1CCCCC1)C(c1ccnc2ccccc12)N1CCOCC1 (centres undefined)	-1
58	CC(O)(c1ccc(F)c(F)c1)c1nc(-c2cccc(C(=O)O)c2)cs1 (centres undefined)	-4
59	CCCCS(=O)(=O)N1C2=NC(C(=O)OCC)=C(C(=O)OCC)C3N(Cc4ccc(Br)cc4)c4ccccc4[C@]23C[C@H]1C(=O)OC (some centres undefined)	-1
60	Cc1ccc(C)c(CC(=O)N2CCCC(c3cc(C(=O)Nc4ccc5c(c4)OCO5)no3)C2)c1 (centres undefined)	-3
61	CCNC(=O)C1(C)CCCN(C(=O)c2ccccc2Br)C1 (centres undefined)	-3
62	C[C@@H]1COc2cc(N3CCOCC3)ccc2S(=O)(=O)N1	-5
63	CC(C)(C)c1ccc(SC2=C[C@@]3(O)CC[C@@H](O)[C@@](Sc4ccc(C(C)(C)C)cc4)(C2=O)[C@H]3O)cc1	-8
64	CC(=O)NCc1ccc(OCCCN2CCC(C(O)(c3ccccc3)c3ccccc3)CC2)cc1	-5
65	COc1ccc(NC(=O)C(c2cccc3ccccc23)n2c(=O)c(-c3ccco3)nc3ccccc32)cc1 (centres undefined)	-6
66	COc1cccc(C(=O)N2CCC[C@@H]2C(=O)N2CCC[C@@H]2C(=O)NCc2ccccc2)c1	-5
67	COc1ccccc1CCn1cnc(-c2cccc(F)c2)c1CC(C)C	-8
68	Cn1c(=O)c2cc(NC(=O)Cc3cccc4ccccc34)ccc2n1-c1ccccc1	-1
69	CCOC(=O)C1=CCN(S(=O)(=O)c2ccc(C)cc2)C1c1ccc(C)cc1 (centres undefined)	-8
70	Clc1cccc(-c2cc3nc(NCCOc4ccccc4)ccn3n2)c1	-6
71	CC1(C)OC(=O)C2=C(C[C@@H](C3CC3)O[C@@H]2C2CC2)O1	0
72	OC(c1cccc(Cl)c1)c1nc(-c2cccc3cccnc23)cs1 (centres undefined)	-6
73	O=S1(=O)C=C[C@@H](CO)N1Cc1ccc(Br)cc1	-2
74	O=C(NCCO)c1cccc(-c2ccc3nncn3c2)c1	-3
75	C#CCN1C(=O)[C@]2(OCCC=C[C@H]2C)c2cc(OC)ccc21	-6

Other entries.
#	Compound	GalR3 antag
76	COc1ccc(-c2cc(C(=O)NCc3cccc(Cl)c3)[nH]n2)c(C)c1	-6
77	CC1(C(=O)NS(=O)(=O)c2ccccc2)CCN1C(=O)Cc1cccc2ccccc12 (centres undefined)	-3
78	CCOC(=O)[C@]12CCCC=C1N(Cc1ccccc1)C(=O)[C@H](CC(=O)NCc1ccccc1)C2	-6
79	CC(C)=C[C@H]1C[C@H](C)[C@H]2CC[C@H](C)c3c(O)c(O[C@H]4OC[C@H](O)[C@@H](O)[C@@H]4O)c(C)c1c32	-6
80	CCOC(=O)[C@]12CCC=C1N(CCC1=CCCCC1)C(=O)[C@H](CC(=O)NCCCCc1ccccc1)C2	-5
81	CC(C)(C)c1ccc(CC(=O)N2CCC2(C)C(=O)NS(=O)(=O)c2ccc(C#N)cc2)cc1 (centres undefined)	-3
82	CC(C)C[C@H]1COc2cc(N3CCN(Cc4ccccc4F)CC3)ccc2S(=O)(=O)N1	-6
83	C[C@@H]1CN([C@H](C)CO)C(=O)c2cc(NC(=O)Nc3ccc(F)cc3)ccc2O[C@@H](C)CCCCO[C@H]1CN(C)S(=O)(=O)c1ccc(Cl)cc1	-5
84	CN1CCN(C(=O)c2cnc(Cc3c[nH]c4ccccc34)c(I)c2)CC1	-7
85	CCCCc1ccc(S(=O)(=O)NC(=O)C2(C)CCN2C(=O)CC2CC2)cc1 (centres undefined)	-4
86	O=S1(=O)c2ccc(Br)cc2OCCC2CCCCN21 (centres undefined)	-4
87	CCOC(=O)C1(C)CCN1C(=O)c1csnn1 (centres undefined)	-4
88	COc1ccc(CN2C(=O)CCC2(C)c2nc3ccccc3[nH]2)cc1 (centres undefined)	-5
89	COC(=O)c1cc2c(c3c4cc(C)ccc4n(S(=O)(=O)c4cccc(C)c4)c13)C(=O)N(C)C2	-7
90	O=S1(=O)CC(N2CCN(Cc3ccccc3F)CC2)CN1Cc1cn(Cc2cccc(C(F)(F)F)c2)nn1 (centres undefined)	-4
91	CC(=O)Nc1ccc(CN(C)c2c(C)nc3ccc(C(=O)NCCCN4CCCC4=O)cn23)cc1	-1
92	COc1ccccc1CCn1cnc(-c2ccccc2)c1C(C)C	-10
93	CCCS(=O)(=O)NC(=O)C1(C)CCN(C(=O)Cc2ccc(OC)cc2)C1 (centres undefined)	3
94	COc1ccc(-c2nc3ccc(Br)cn3c2Cc2ccccc2C(F)(F)F)cc1OC	-8
95	COC(=O)C[C@@H]1CC[C@H](NC(=O)Nc2cccc(F)c2)[C@@H](CO)O1	-6
96	CC(C)NC(=O)C1(C)CCN1Cc1cccc(C#N)c1 (centres undefined)	-2
97	COc1ccc(C(C)=O)cc1Cn1c(C)c(C(=O)NCc2ccc(C(F)(F)F)cc2)sc1=O	0
98	CCOC(=O)[C@]12CCC=C1N(Cc1ccc(Cl)cc1Cl)C(=O)[C@H](CC(=O)N1CCOCC1)C2	-8
99	CC(O)(c1ccccc1)c1nc(-c2ccncc2)cs1 (centres undefined)	-5
100	COCCCNC(=O)C[C@H]1C[C@@]2(C(=O)OC)C(=C[C@H](C(C)(C)C)O[C@@H]2C)N(Cc2ccc3c(c2)OCO3)C1=O	0

Remaining list, next part:
#	Compound	GalR3 antag
101	COC(=O)[C@@]1(C(C)C)N=C(c2cc(OC)c(OC)c(OC)c2)[C@]2(O1)C(=O)Nc1ccccc12	-5
102	CC1(C(=O)NCc2ccccc2)Cc2c(-c3ccccc3)ccnc2O1 (centres undefined)	-4
103	CCCN1CCC(C(=O)NC(c2ccc(Cl)cc2)c2ccsc2)CC1 (centres undefined)	-4
104	COC(=O)C(C(=O)OC)c1ccccc1NC(=O)OCc1ccccc1	-1

Another view of some results above:
No. | GalR3 antag | Structure
93 | 3 | CCCS(=O)(=O)NC(=O)C1(C)CCN(C(=O)Cc2ccc(OC)cc2)C1 (centres undefined)
94 | -8 | COc1ccc(-c2nc3ccc(Br)cn3c2Cc2ccccc2C(F)(F)F)cc1OC
95 | -6 | COC(=O)C[C@@H]1CC[C@H](NC(=O)Nc2cccc(F)c2)[C@@H](CO)O1
96 | -2 | CC(C)NC(=O)C1(C)CCN1Cc1cccc(C#N)c1 (centres undefined)
97 | 0 | COc1ccc(C(C)=O)cc1Cn1c(C)c(C(=O)NCc2ccc(C(F)(F)F)cc2)sc1=O
98 | -8 | CCOC(=O)[C@]12CCC=C1N(Cc1ccc(Cl)cc1Cl)C(=O)[C@H](CC(=O)N1CCOCC1)C2
99 | -5 | CC(O)(c1ccccc1)c1nc(-c2ccncc2)cs1 (centres undefined)
100 | 0 | COCCCNC(=O)C[C@H]1C[C@@]2(C(=O)OC)C(=C[C@H](C(C)(C)C)O[C@@H]2C)N(Cc2ccc3c(c2)OCO3)C1=O
101 | -5 | COC(=O)[C@@]1(C(C)C)N=C(c2cc(OC)c(OC)c(OC)c2)[C@]2(O1)C(=O)Nc1ccccc12
102 | -4 | CC1(C(=O)NCc2ccccc2)Cc2c(-c3ccccc3)ccnc2O1 (centres undefined)
103 | -4 | CCCN1CCC(C(=O)NC(c2ccc(Cl)cc2)c2ccsc2)CC1 (centres undefined)
104 | -1 | COC(=O)C(C(=O)OC)c1ccccc1NC(=O)OCc1ccccc1

Pulled by compound from the entries so far, two records:
#	Compound	GalR3 antag
103	CCCN1CCC(C(=O)NC(c2ccc(Cl)cc2)c2ccsc2)CC1 (centres undefined)	-4
101	COC(=O)[C@@]1(C(C)C)N=C(c2cc(OC)c(OC)c(OC)c2)[C@]2(O1)C(=O)Nc1ccccc12	-5

Not all compounds are listed; rates above refer to the full screens.
